# PglD DTNB: blocks C. jejuni PglD acetyltransferase activity; purified PglD enzyme, DTNB colorimetric CoA detection; AID 602405; hit rate 0.098% among 360,000; inhibition, % at 12.5 µM; in the data active = inhibition above about 16%, passing the limit was not always enough; also: strong numbers were not always called active
# FN deposit inh: fibronectin deposition inhibition | AH1F fibroblasts, Alexa488-fibronectin deposition fluorescence, overnight | inhibition, % at 12.6 µM | hit rate 0.086% among 350,000 | AID 743247;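 active = mean inhibition across replicates of 30% or more, regardless of how many single replicates reach that level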;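 also: positive control wells lacked labelled fibronectin entirely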
#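 Assay system: AH1F fibroblast monolayer, labelled fibronectin deposition. Amount: 10000 cells per well. Also added: labelled fibronectin 24 nM. Compound: single-point pinned compound. Incubation: cell attachment 1 h, compound and FN exposure overnight. Detection: fluorescence after three HBSS washes, excitation 485 nm, emission 525 nm. Read-out: inhibition of fibronectin deposition signal.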
# The depositor's hits bear a star.
# Start of the data: the first 5 records (preview)
SMILES,PglD DTNB,FN deposit inh
COc1cc(C(=O)NC2CC3CCCC(C2)N3C2CC2)cc(OC)c1OC (configuration not stated),-1,12
Cc1cccc(-n2c(=O)c(C#N)cc3c(=O)n4ccccc4nc32)c1,-9,2
CC1(C)N=C(c2ccccc2)C(=O)N1,1,11
CCc1ccccc1NC(=O)C(CC)Sc1nc2cc3c(cc2c(=O)n1Cc1ccco1)OCO3 (configuration not stated),-3,5
COc1ccc(-c2c(C#N)c(C)nc3c2C(=O)c2ccccc2-3)cc1,1,1

# Results, from the start:
SMILES,PglD DTNB,FN deposit inh
COc1cc(C(=O)NC2CC3CCCC(C2)N3C2CC2)cc(OC)c1OC (configuration not stated),-1,12
Cc1cccc(-n2c(=O)c(C#N)cc3c(=O)n4ccccc4nc32)c1,-9,2
CC1(C)N=C(c2ccccc2)C(=O)N1,1,11
CCc1ccccc1NC(=O)C(CC)Sc1nc2cc3c(cc2c(=O)n1Cc1ccco1)OCO3 (configuration not stated),-3,5
COc1ccc(-c2c(C#N)c(C)nc3c2C(=O)c2ccccc2-3)cc1,1,1
COCCn1c(C)cc(C(=O)COC(=O)C23CC4CC(CC(O)(C4)C2)C3)c1C,5,3
Cc1cccc(NC(=O)CSc2nc3ccccc3c3nc(CCc4c(C)n[nH]c4C)nn23)c1,13,-10
Cc1cc(Cl)ccc1Oc1nc(-c2ccc(F)cc2)ccc1C#N,-9,-3
O=C(NCc1ccco1)c1ccc2c(c1)C(=O)N(Cc1ccccc1)C2=O,-5,4
Brc1ccc(-c2cn3cccnc3n2)cc1,-3,-2

# Ordered by value in PglD DTNB (high to low): some entries from above
compound | PglD DTNB
Cc1cccc(NC(=O)CSc2nc3ccccc3c3nc(CCc4c(C)n[nH]c4C)nn23)c1 | 13
COCCn1c(C)cc(C(=O)COC(=O)C23CC4CC(CC(O)(C4)C2)C3)c1C | 5
CC1(C)N=C(c2ccccc2)C(=O)N1 | 1
O=C(NCc1ccco1)c1ccc2c(c1)C(=O)N(Cc1ccccc1)C2=O | -5
Cc1cccc(-n2c(=O)c(C#N)cc3c(=O)n4ccccc4nc32)c1 | -9

# The listing continues:
SMILES,PglD DTNB,FN deposit inh
COC(=O)CC1COc2ccccc2N1C(=O)c1cccc(Cl)c1 (configuration not stated),0,5
O=[N+]([O-])c1ccc(Cl)c(/C=N/N2CCN(Cc3ccccc3)CC2)c1,3,-7
Cc1cccc(C(=O)NCCN2CCCC2)c1,-1,-4
COc1ccc(C(=O)N(CN2CCCC2=O)c2ccc(C)cc2)cc1,-4,-5
Cc1onc(-c2ccccc2Cl)c1C(=O)Nc1ccc(OCC(=O)N2CCOCC2)cc1,6,11
CCOC(=O)c1cn(CC)c2ccc(Br)cc2c1=O,-5,-6
O=C(NOC(=O)c1ccccc1Cl)c1cccs1,0,2
CCCNC(=O)c1ccccc1NS(=O)(=O)c1ccc2c(c1)OCCO2,-3,9
O=C(O)CSCNC(=O)C12CC3CC(CC(C3)C1)C2,-3,-7
NC(=O)C[C@@H]1N[C@]2(C(=O)Nc3ccccc32)[C@@H]2C(=O)N(C3CCCCC3)C(=O)[C@H]12,-2,-17
CNC(=S)NNC(=O)c1cccn(Cc2ccc(Cl)c(Cl)c2)c1=O,-1,1
COC(=O)CCC(=O)Nc1ccccc1C(N)=O,3,-3
C/C(=N\OCC(=O)N/N=C/c1ccccc1)c1cccs1,3,-1
CCC(C)(C)n1nnnc1CN1CCN(C(c2ccccc2)c2ccccc2)CC1,-5,-6
COc1cc(C(=O)N(Cc2ccco2)Cc2cc3ccccc3[nH]c2=O)cc(OC)c1OC,1,-11
O=c1c2cc(N3CCOCC3)ccc2[nH]c(=S)n1CCCN1CCCCCC1,3,5
CCCCCn1c(SCC(=O)c2ccccc2)nc2cc(C(=O)NCc3ccco3)ccc2c1=O,1,0
CCn1nc(C)cc1Nc1ccccc1,4,1
C/C(=N\NS(=O)(=O)c1cccc([N+](=O)[O-])c1)c1cc2ccccc2o1,2,9
Cc1cccc(-c2nc(CS(=O)CC(=O)NCCCSC3CCCCC3)c(C)o2)c1 (configuration not stated),-5,-1
COC(=O)c1[nH]c2ccc(C)cc2c1NC(=O)CCN1CCN(Cc2ccc3c(c2)OCO3)CC1,-3,-14
Cc1ccc(NC(=O)CSCC(N)=O)cc1C,5,-3
Cc1ccc2[nH]c3c(c2c1)CN(C(=O)CN1c2ccc(F)cc2CCC1C)CC3 (configuration not stated),6,4
COCCNC(=O)c1csc2c1CCCC2,0,-7
CO/N=C/NC(=O)c1cn(-c2ccc(F)cc2)c(=O)c2ccccc12,5,-1
Cc1cccc(S(=O)(=O)c2c(N)n(/N=C/c3ccccc3)c3nc4ccccc4nc23)c1,0,-9
CCOC(=O)c1cnc2nc(COc3ccccc3)[nH]n2c1=O,4,-9
CC(C)OC(=O)Cn1c(=O)sc2ccccc21,3,-13
CC(C)COc1ccc(-c2nnc(-c3ccncc3)o2)cc1,-2,0
Cc1ccc(-c2noc(CN3CCCCC3)n2)cc1,0,6
CCn1c(-c2ccc(N(C)C)cc2)nc2ccccc21,2,4
Cc1nn(C)cc1C(C(=O)NC1CCCCC1)N(C(=O)Cc1cccs1)c1ccc(C(C)C)cc1 (configuration not stated),-5,2
O=c1[nH]cnc2scc(-c3ccc(-c4ccccc4)cc3)c12,1,-4
COC(=O)C1C(=O)c2c(n[nH]c2C)CC1(C)C (configuration not stated),-3,6
COc1ccc(COC(=O)c2ccc(N3CCCC3=O)cc2)cc1F,3,2
N#CCCSCc1ccc(C(=O)O)o1,-4,-5
COc1ccc(CNCC(O)(c2ccc(Cl)cc2)c2ccc(Cl)cc2)cc1OC,-2,21
COC(=O)c1ccccc1NC(=O)CN1CCOCC1,-7,4
Cc1cc(C)c(NC(=O)C2CC(=O)N(c3ccc4c(c3)OCCO4)C2)c(C)c1 (configuration not stated),2,-2
COC(=O)CN(C)C1CC(=O)N(c2ccc(Cl)cc2)C1=O (configuration not stated),1,-5
Cc1noc(C)c1COC(=O)CN(C)S(=O)(=O)c1ccc(Cl)cc1,0,4
CC(C)(C)NC(=O)C(c1ccccc1)N(C(=O)C1CSC(=O)C1)c1ccccc1 (configuration not stated),-4,6
COc1ccc(C(=O)N2CCCC(C(=O)N3CCCCCC3)C2)cc1 (configuration not stated),-1,3
COc1ccc(CC(=O)Nc2ccc(-c3nnc(-c4ccc(C)cc4)o3)cc2)cc1,-11,4
Cc1ccc(Sc2cc(C(F)(F)F)nc(N(C)C)n2)cc1,-5,16
Cc1ccc(C)c(N(C(=O)Cn2nnc3ccccc32)C(C(=O)NC(C)(C)C)c2ccsc2)c1 (configuration not stated),7,4
Cc1ccc(-n2c(SCC(=O)NCc3ccco3)nnc2-c2cccnc2)c(C)c1,-4,7
O=C(O)c1ccc(C(=O)O)c(C(=O)c2ccccc2)c1,3,14
Cc1cc(C)cc(OCc2nnc(SCC(=O)c3ccccc3)o2)c1,-3,4
CC1CCCC(C)N1C(=O)Cn1c(SCC(=O)Nc2ccc3c(c2)OCO3)nc2ccccc21 (configuration not stated),1,-14
# Continuation:
SMILES,PglD DTNB,FN deposit inh
O=C1C=C(N(CCO)CCO)C2(CCCCC2)O1,-2,5
NC(=O)c1ccc(NC(=O)CCCN2C(=O)c3ccccc3C2=O)cc1,-1,-3
O=C(NCN1CCCCC1)c1cccnc1,-2,6
Cc1cc2c(c(=O)n1Cc1ccco1)C(c1cccnc1)C(C#N)=C(N)O2 (configuration not stated),2,11
CCCCSc1nnc(CCC)n1N,2,3
COC(=O)c1ccc(C(C(=O)NC2CCCCC2)N(C(=O)Cc2cccs2)C2CC2)cc1 (configuration not stated),-7,9
COC(=O)Nc1ccc(S(=O)(=O)N2CCCCC2)cc1,1,0
Cc1cc(-c2nc3ccccc3o2)c2ccccc2n1,2,-1
CON(C)c1nc(OCCNC(=O)OCc2ccc(Cl)cc2Cl)nc(N(C)C)n1,-10,10
CC(=O)Nc1nnc(Cc2ccccc2)s1,-2,-5
CCOC(=O)/C=C1\CC(=O)Nc2nonc2N1,-3,-4
COc1ccc(C(=O)c2oc3ccccc3c2N)cc1,-3,-6
CCCCC(CC)C(=O)Nc1ccccc1C#N (configuration not stated),0,2
CC(=O)Oc1ccc2oc(C)c(C(=O)N3CCOCC3)c2c1,-9,-3
Cc1ccc(-c2nc(CSCC(=O)NCCN3CCN(Cc4ccccc4)CC3)c(C)o2)cc1,-6,-1
O=C(Cn1nnc(-c2ccc(CN3CCOCC3)cc2)n1)N1CCCc2ccccc21,3,5
COc1ccc(OC)c(-c2csc(N(Cc3ccco3)C(=O)c3cccs3)n2)c1,-2,4
CC(=O)c1ccc(NC(=O)Nc2ncn(Cc3cccc(C)c3)n2)cc1,5,-2
COc1c(Cl)ccc(Cl)c1C(=O)NC(=O)N1CCOCC1,-2,5
COC(=O)c1ccc(C)c(NS(=O)(=O)c2ccc(OC)c(OC)c2)c1,2,17
Oc1ccc(-c2cn3c(n2)SCC3)cc1O,-9,4
COc1cc2cc(C#N)c(SCC(=O)N3CCOCC3)nc2cc1OC,2,2
CCCCc1oc2c(c(=O)c1C)C(=O)CC(c1ccccc1)C2 (configuration not stated),2,1
COCCNC(=O)C(C)N(c1ccc(OC)cc1)S(C)(=O)=O (configuration not stated),-7,5
CN(C)CCNC(=O)C(C(=O)c1ccccc1)n1ccccc1=O (configuration not stated),0,9
COC(=O)C1=C(C)OC(N)=C(C#N)C1c1ccccc1F (configuration not stated),-4,8
O=C(NC1CCN(C(=S)NCc2ccco2)CC1)c1ccc(F)cc1,0,-11
C=CCNC(=O)C1CC(=O)N(c2ccc(OCC(=O)Nc3ccccc3)cc2)C1 (configuration not stated),0,-1
CCOC(=O)C1C(=O)Nc2nc(C)nn2C1c1ccccc1 (configuration not stated),-8,-7
CCn1c(SCC(=O)N/N=C/C(C)=C/c2ccco2)nnc1-c1ccccc1,-2,8
N#C/C(=C/c1cccc(C(F)(F)F)c1)c1nc(CCN2C(=O)c3ccccc3C2=O)cs1,-4,6
CCOCc1nnc(NS(C)(=O)=O)s1,-8,-4
CC(=Nc1ccccc1)C1=C(O)CSC1=O,5,3
O=C1OC2(CCCCC2)OC(=O)C1=CNc1nc2ccccc2s1,-1,3
Cc1ccccc1CN(c1ccc(C(N)=O)cc1)S(C)(=O)=O,-4,-5
O=S(=O)(c1ccc(Cl)cc1)N1CCSC1c1ccco1 (configuration not stated),-1,-1
CCOc1ccc2nc(NC(=S)N(C)C)sc2c1,-3,-1
COc1ccc(NC(=O)CSc2nnc(-c3ccccn3)n2N)cc1,3,3
O=C(Nc1cccc(C(F)(F)F)c1)c1cccnc1N1CCN(c2ccccc2)CC1,-3,5
COCc1cc(C)nc(N2CCNCC2)c1C#N,3,12
O=c1/c(=C\c2ccc3c(c2)OCO3)sc2n1CCCN=2,2,6
CC(C)CCCC(C)NS(=O)(=O)Cc1ccccc1 (configuration not stated),-3,4
Cc1ccc(S(=O)(=O)CCC(=O)OCC(=O)N2CC(=O)Nc3ccccc32)cc1,3,2
CCOC(=O)CNC(=O)COc1ccc(Cl)cc1Br,0,-1
C=CCNc1nc(-c2cccc(OC)c2O)nc2ccccc12,0,3
CC1CCN(S(=O)(=O)c2ccc(NC(=O)CSc3nnnn3C)cc2)CC1,2,6
CCOC(=O)Nc1cccc(Nc2ccccc2)c1,1,-6
Nc1nnc2c(n1)CCCC2,-5,-4
CCC(=O)N1CCc2cc(S(=O)(=O)NC(CC(C)C)C(=O)N3CCc4ccccc43)ccc21 (configuration not stated),8,-9
COc1ccc(NC(=O)CSc2nc(-c3ccncc3)nn2CC(=O)N2CCCC2)cc1,3,2

# Profiles as entered above. Values in the order: PglD DTNB | FN deposit inh
# Profile of Cc1ccc(NC(=O)CSCC(N)=O)cc1C = 5 | -3
# Profile of CCCCC(CC)C(=O)Nc1ccccc1C#N (configuration not stated) = 0 | 2
# Profile of O=C1C=C(N(CCO)CCO)C2(CCCCC2)O1 = -2 | 5
# Profile of CCn1c(SCC(=O)N/N=C/C(C)=C/c2ccco2)nnc1-c1ccccc1 = -2 | 8
# Profile of O=c1[nH]cnc2scc(-c3ccc(-c4ccccc4)cc3)c12 = 1 | -4

# Following part.
SMILES,PglD DTNB,FN deposit inh
CCCc1nc2ccccc2c(C(=O)OCC(=O)c2ccc3c(c2)NC(=O)CO3)c1CC,0,-1
CCOc1ccccc1NS(=O)(=O)c1ccc(OC)c(OC)c1,1,12
CC1CCN(S(=O)(=O)c2cccc(S(=O)(=O)N3CCOCC3)c2)CC1,-1,-1
CC(C)OC(=O)CSc1nnc(-c2ccc(Cl)cc2Cl)n1N,0,6
CN(c1ccc(OCC(=O)NC2CCCC2)cc1)S(=O)(=O)c1cccs1,-1,1
O=C(Nc1ccc(F)cc1F)c1ccc(-n2cncn2)nc1,8,6
CNC(=O)Cn1nc(C)c2ccccc2c1=O,1,13
O=C(c1cccs1)N(Cc1cccc(Cl)c1)C1CCS(=O)(=O)C1 (configuration not stated),2,-5
Cc1ccc(C(N)=O)cc1S(=O)(=O)Nc1cccc(C)c1C,-3,8
COc1nccnc1NS(=O)(=O)c1ccc(NS(=O)(=O)c2ccc(NC(C)=O)cc2)cc1,1,-12
Cc1cc(=O)oc2ccc(OCC(=O)NCc3ccco3)cc12,2,5
CNC(=S)NNC(=O)c1sccc1OCc1ccc(Cl)cc1Cl,-2,1
Clc1ccc2nc(C3CCN(Cc4ccccc4)CC3)[nH]c2c1,-5,1
O=C(Nc1ccc2nc(-c3ccco3)[nH]c2c1)c1cccs1,0,3
CCC(C)(C(=O)NC1CCCCC1)N(C(=O)c1cnccn1)c1c(C)n(C)n(-c2ccccc2)c1=O (configuration not stated),-4,2
COCCNC(=O)C(c1ccccc1C)N(C(=O)Cn1nnc2ccccc21)c1cccnc1 (configuration not stated),0,2
CCCc1cc(=O)n2[nH]c(C)cc2n1,-2,7
CC(NS(=O)(=O)c1ccccc1)C(=O)Nc1ccc(S(N)(=O)=O)cc1 (configuration not stated),6,0
CC(NCc1ccc(N(C)C)cc1)C1CC2CCC1C2 (configuration not stated),-11,2

# Source: PubChem

# Not all compounds are listed; the hit share may differ from the screen's.
